Source: PubChem BioAssay
TSHR antag – Antagonists of the Thyroid Stimulating Hormone Receptor: HTS campaign. Thyrotropin receptor (Homo sapiens), P16473. TSHR-expressing cells, TSH-stimulated cAMP HTRF, 2 h; stronger effect = lower value. activity change, negative = inhibition, % at 11.5 µM. 330,000 compounds, 0.2% hits. AID 504810, 2011;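 active = activity change below a set negative limit, meaning inhibition stronger than a set level, cut at about -70% in these data; inconclusive = activity change between two set negative limits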; note: % is set by controls: 0 for no effect and ±100 for the full control effect
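Antagonism was scored as loss of TSH-driven cAMP in TSHR cells, stimulated with 4nM TSH (EC80) for 2 hours at 37 deg C and detected by homogeneous HTRF competition immunoassay.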
GALK inh – qHTS Assay for Inhibitors of Human Galactokinase (GALK) | P51570 | Purified GALK, Kinase-Glo residual ATP luminescence | Potency, µM (highest dose often 57.5 µM), for inactives: top-dose activity change, negative = inhibition, most hits filed as inhibitors | 270,000 compounds, 0.007% hits; note: potency is the fitted concentration of half-maximal effect; % is set by controls: 0 for no effect and ±100 for the full control effect
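Compounds were pin-transferred into ATP buffer (35 uM final), then GALK plus galactose (5 nM, 100 uM final) was added. After 1 h at room temperature, Kinase-Glo Plus was added and luminescence read after 10 min.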
PKM2 act – qHTS Assay for Activators of Human Muscle isoform 2 Pyruvate Kinase; purified PKM2, Kinase-Glo ATP luminescence, activation; response scale: 0% is enzyme alone, no compound; Potency, µM (highest dose often 57.5 µM), inactives show at the highest dose activation, usual class: activators; 260,000 compounds, 0.34% hits; AID 1631, 2009; note: potency is the fitted concentration of half-maximal effect; % is set by controls: 0 for no effect and ±100 for the full control effect; nearly all actives have a fitted effect of over 55% in size
Target sequence (P14618 whole entry, looked up, canonical isoform): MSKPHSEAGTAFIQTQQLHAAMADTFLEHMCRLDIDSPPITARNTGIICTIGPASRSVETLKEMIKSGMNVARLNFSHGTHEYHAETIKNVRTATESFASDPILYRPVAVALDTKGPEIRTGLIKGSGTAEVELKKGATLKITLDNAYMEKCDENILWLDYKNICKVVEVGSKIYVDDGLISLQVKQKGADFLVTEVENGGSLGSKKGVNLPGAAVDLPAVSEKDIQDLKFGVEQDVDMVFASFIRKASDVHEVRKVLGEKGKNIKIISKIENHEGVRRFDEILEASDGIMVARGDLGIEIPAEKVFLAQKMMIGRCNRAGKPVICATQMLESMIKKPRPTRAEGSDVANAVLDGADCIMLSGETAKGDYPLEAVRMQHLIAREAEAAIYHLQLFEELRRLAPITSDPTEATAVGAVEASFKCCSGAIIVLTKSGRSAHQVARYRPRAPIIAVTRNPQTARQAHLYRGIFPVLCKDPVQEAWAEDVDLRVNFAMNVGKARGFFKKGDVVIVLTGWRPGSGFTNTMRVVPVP
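hPK-M2, >95% pure; 0.1 mM ADP / 0.5 mM PEP final; imidazole pH7.2 buffer w/ 7 mM MgCl2, 50 mM KCl; 1 h RT; Kinase-Glo lum. Intermediate enzyme activity for dual inhibitor/activator qHTS.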
Mito fusion yeast – qHTS Assay for Small Molecule Inhibitors of Mitochondrial Division or Activators of Mitochondrial Fusion. S. cerevisiae fusion-defective mutant growth rescue, CellTiterGlo 48 h. Potency, µM (titrated, usually from 46.1 µM), inactives show at the highest dose growth rescue (activation), most hits filed as activators. AID 485298, 2010. 320,000 compounds, 0.23% hits;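 note: potency is the fitted concentration of half-maximal effect; % of control where 0% means no effect; nearly all actives have a fitted effect of over 45% in size; temperature-sensitive fusion mutants such as fzo1-1 at 37 °C on non-fermentable ethanol glycerol medium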
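Luminescent cell viability in 1536-well qHTS format served as the measure of rescued growth in ts fusion-mutant S. cerevisiae cultured on non-fermentable YPEG for 48 hours at 37C.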
MBNL1-CUG inh – qHTS Assay for Inhibitors of MBNL1-poly(CUG) RNA binding; Muscleblind-like protein 1 (Homo sapiens), Q9NR56; TR-FRET MBNL1-His/biotin-(CUG)12 binding, 665/545 ratio; Potency, µM (top dose mostly 57.5 µM), for inactives: at the top dose activity change, negative = inhibition, usual class: inhibitors; 280,000 compounds, 0.036% hits; AID 2675, 2010; active = well fitted inhibition curve with a large enough effect in the signal ratio, with a control signal flat, not every such curve was filed as active; inconclusive = small, poorly fitted or top-dose-only effect, or effect the other way, or a change in a side signal; inactive = no such curve, though single readings can be large or run the other way; the % refers to the signal ratio; note: potency is the fitted concentration of half-maximal effect; % is set by controls: 0 for no effect and ±100 for the full control effect
Target sequence (Q9NR56 whole entry, looked up): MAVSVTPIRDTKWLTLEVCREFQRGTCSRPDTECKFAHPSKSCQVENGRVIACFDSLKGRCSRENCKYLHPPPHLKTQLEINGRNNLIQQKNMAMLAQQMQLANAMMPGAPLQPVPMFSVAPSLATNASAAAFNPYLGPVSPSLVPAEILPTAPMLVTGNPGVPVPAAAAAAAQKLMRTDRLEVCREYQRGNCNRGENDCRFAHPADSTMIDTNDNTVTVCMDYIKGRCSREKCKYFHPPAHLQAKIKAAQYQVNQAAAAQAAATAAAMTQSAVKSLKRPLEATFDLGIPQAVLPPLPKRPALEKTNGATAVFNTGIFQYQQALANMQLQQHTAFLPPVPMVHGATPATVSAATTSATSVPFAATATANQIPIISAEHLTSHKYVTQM
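TR-FRET between His-tagged MBNL1 and biotin-(CUG)12 RNA, detected with Tb anti-His antibody (0.055 ng/ul) and streptavidin-XL665 (5 nM), 60 min at room temperature. Compounds titrated 92 nM to 58 uM; 665/545 nm ratio normalized to buffer and complex controls.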
USP2a block – qHTS Assay for Inhibitors of Ubiquitin-specific Protease USP2a Using CHOP2 as the Reporter | Potency, µM (titrated, usually from 38.3 µM), for inactives: at the highest dose activity change, negative = inhibition, usual class: inhibitors | USP2 core, Ub-CHOP2 coupled fluorogenic reporter, 485/531 | 330,000 compounds, 0.01% hits | AID 463254, 2010 | Ubiquitin carboxyl-terminal hydrolase 2 (Homo sapiens), O75604;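 note: potency is the fitted concentration of half-maximal effect; plate controls were DMSO wells for no effect and full inhibition by NEM control for full effect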
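Deubiquitinase activity read as fluorescence (485/531 nm) after Ub-CHOP2 cleavage activates the enterokinase reporter on its substrate; USP2 core 10nM, Ub-CHOP2 and substrate 25nM each, 30min compound preincubation then 60min RT; data normalized to NEM, curves fitted.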
Eya2 inh – qHTS Assay for Inhibitors of the Phosphatase Activity of Eya2. Potency, µM (highest dose often 76.9 µM), for inactives: at the highest dose activity, negative = inhibition, actives largely listed as inhibitors. 330,000 compounds, 0.006% hits. AID 488837, 2010. recombinant Eya2, OMFP fluorescence dephosphorylation (OMFP is methylfluorescein phosphate); note: potency is the fitted concentration of half-maximal effect; % is set by controls: 0 for no effect and ±100 for the full control effect
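Eya2 (0.2 uM) preincubated 10 min at ambient with compound, then OMFP substrate added at 50 uM; 10 min reaction in 50 mM HEPES pH 7.5, 50 mM NaCl, 5 uM MgCl2, 0.05% BSA, 1 mM DTT. Fluorescence read at Ex 485/Em 525 nm.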
Menin-MLL TR inh – qHTS Assay for Inhibitors Targeting the Menin-MLL Interaction in MLL Related Leukemias: Competition With Texas Red Labeled MLL-derived Mutant Peptide; Menin + Texas Red MLL mutant peptide, fluorescence polarization; Potency, µM (titrated, usually from 61.6 µM), for the others: at the highest dose FP activity change, negative = inhibition, actives largely listed as inhibitors; 270,000 compounds, 0.23% hits; active = well fitted inhibition curve with a large enough effect in the polarisation, with a control signal flat, not every such curve was filed as active; inconclusive = small, poorly fitted or top-dose-only effect, or effect the other way, or a change in a side signal; inactive = no such curve, though single readings can be large or run the other way; the % refers to the polarisation; note: potency is the fitted concentration of half-maximal effect; % of control where 0% means no effect; many of its hits are not listed in these tables
ASM inhibitor – Inhibitors of Secretory Acid Sphingomyelinase (S-ASM): qHTS; Sphingomyelin phosphodiesterase (Homo sapiens), P17405; placental ASM, HMU-PC fluorogenic substrate, 60 min; Potency, µM (titrated, usually from 57.5 µM), for inactives: at the top dose activity change, negative = inhibition, hits mostly inhibitors; 340,000 compounds, 0.006% hits; AID 504937, 2011; note: potency is the fitted concentration of half-maximal effect
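qHTS format. ASM enzyme prepared from human placenta hydrolyses the fluorogenic substrate HMU-PC0 (9 uM final) over 60 min at 37 °C after a 10 min compound preincubation.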
KCNH2 WT inh – qHTS for Inhibitors of KCHN2 3.1: Wildtype qHTS; U2OS, BacMam KCNH2, thallium flux FluxOr; stronger effect = lower value; 340,000 compounds, 0.37% hits; activity change, % at 1.84 µM; AID 720551, 2013;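 active = maximum activity change below -70%; inconclusive = maximum activity change between -70% and -50%; inactive = maximum activity change above -50%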; note: % is set by controls: 0 for no effect and ±100 for the full control effect
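U2OS cells were transduced with wild-type KCNH2 virus (2.03 x 10^8 / mL) for 4 h at room temperature, then cultured overnight at 37 C. Thallium flux was read with FluxOr dye. Rate constants were normalized to DMSO controls.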
BCR signal inh – qHTS Assay to Find Inhibitors of Chronic Active B-Cell Receptor Signaling | 340,000 compounds, 0.05% hits | ABC-DLBCL IkBa-CBG/CBR reporter, luminescence ratio, 4 h | Potency, µM (doses to about 46.1 µM), for the others: at the highest dose ratio change, negative = lower green/red ratio, most hits filed as inhibitors | AID 493014, 2011; active = well fitted inhibition curve with a large enough effect in the signal ratio, with a control signal flat, not every such curve was filed as active; inconclusive = small, poorly fitted or top-dose-only effect, or effect the other way, or a change in a side signal; the % refers to the signal ratio;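 note: potency is the fitted concentration of half-maximal effect; plate controls were basal doxycycline-induced cells for no effect and cells given 10 µM MG132 for full effect; MG132 reads +100%, hits lower the ratio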
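Cell line TMD8 (human ABC DLBCL), stably expressing tet-inducible CBG68-IkBa fusion and CBR; IMDM/0.5% FBS; cpd up to 46 uM; dox induction, 4 h, 37C/5% CO2; dual luminescence; green/red ratio; MG132 control.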
The depositor's hits bear a star; ? = inconclusive; nt = not tested or not shown; & = joins results of further samples; [ ] = remark or other dose. Unless noted, calls come from the whole dose curve; as a rule, active = well fitted curve in the direction sought with a large enough effect; inconclusive = small, poorly fitted or top-dose-only effect, or another doubt; inactive = no such curve, though single readings can be large; an effect the other way counts as inactive or inconclusive. These rows are one share of the data; count on the stated rates, not on these rows.

SMILES	TSHR antag	GALK inh	PKM2 act	Mito fusion yeast	MBNL1-CUG inh	USP2a block	Eya2 inh	Menin-MLL TR inh	ASM inhibitor	KCNH2 WT inh	BCR signal inh
C=C[C@@H]1C[C@@]1(C)[C@@H](NP(=O)(c1ccccc1)c1ccccc1)c1ccccc1	-7	nt	1%&4%	18µM*	19%	1%	-13%	-9%&-20%	4%	-5	-1%
Cc1ccc(/C=C(/C#N)C(=O)NC(=O)Oc2ccccc2)cc1	5	1%	-11%	-4%	?	1%	0%	4%	0%	-10	?
CCCOc1ccccc1C1SCC(=O)Nc2c1c(=O)[nH]n2C(C)CCC (centres undefined)	-1	4%	0%	-4%	-12%	0%	-11%	18%	11%	0	?
CCCN(CCC)[C@@H]1CCc2cccc(O)c2C1	5&-2	0%	-5%	-9%&-14%	-1%	-11%	-3%&11%	1%	5%	48	-1%
c1ccc(CCNCc2ccccc2)cc1	-5	-1%	4%	-4%	2%	4%	-2%	3%	2%	1	6%
CCOC(=O)c1c(C=O)c2ccccc2n1Cc1ccccc1	-6	9%	nt	9%	6%	4%	0%	6%	-4%	-8	10%
CCCCn1c(O)c(/C=C2/C=CC=N2)c(=O)[nH]c1=O	-9	12%	1%	4%	?	-1%	9%	nt	-1%	2	13%
O=c1[nH]c(Cl)ccc1CN1CCOCC1	4	nt	nt	-11%	nt	1%	9%	nt	2%	11	0%
[O-][n+]1onc2c1CCC1N(O)CCC21O (centres undefined)	3	0%	1%	-5%	3%	3%	9%	13%	-4%	-3	-4%
CCN(CC)CCOC(=O)c1ccc(N=Cc2c(O)[nH]c(=O)[nH]c2=O)cc1	-3	2%	5%	1%	12%	6%	-4%	-9%	-5%	-3	?
COc1ccccc1CCNC1CCC(C)CC1 (centres undefined)	18	0%	3%	2%	nt	5%	3%	-15%	1%	-4	11%
CC1(C)N(O)C2CCCCC2N1O (centres undefined)	1	0%	-3%	-3%	0%	0%	-14%	1%	0%	2	0%
Cc1cc2oc(=O)cc(-c3cc4ccccc4o3)c2cc1OC(=O)N(C)C	14	4%	nt	2%	?	2%	8%	nt	29%	3	-6%
O=P(NS(=O)(=O)c1ccc(Cl)cc1)(Oc1ccccc1)Oc1ccccc1	-9	-7%	7%	-1%	1%	0%	-11%	?	3%	-9	12%
FC(F)(F)c1ccc(CNCCc2ccc3c(c2)OCO3)cc1	1	0%	nt	-18%	4%	-1%	25%	-29%	3%	-4	1%
CCOc1cc(C=C2C(=O)NC(=O)NC2=O)cc([N+](=O)[O-])c1O	16	0%	4%	3%	?	-2%	9%	?	nt	nt	2%
CCCCCn1c(=O)c(C(=O)Nc2ccccc2S(N)(=O)=O)c(O)c2ccccc21	-17	3%	-5%	10%	-1%	1%	0%	-8%	-1%	7	2%
C=CC[C@@H](CC/C=C/C=C/CC/C=C\[C@@H]1CSC([C@@H]2C[C@@H]2C)=N1)OC	-11	nt	nt	nt	nt	0%	-17%	nt	2%	-8	?
Cc1ccc(-c2cc(C(F)F)n3ncc(C(=O)N4CCC5(CC4)OCCO5)c3n2)cc1	2	-1%	-14%	6%	?	2%	-19%	-23%	49%[activator]	0	?
CCCCn1c(O)c(C(C)=NCCCN(CC)CC)c(=O)[nH]c1=O	-4	-2%	0%	-3%	2%	2%	-25%	-2%	0%	12	-14%
CCCCN1C(=O)/C(=C/c2ccc(N3CCCCCC3)cc2)C(=O)NC1=S	-10	-2%	3%	-10%	?	0%	-14%	?	nt	nt	1%
O=C(O)c1cccc2c1NC(c1cccc([N+](=O)[O-])c1)C1CC(Sc3ccccc3[N+](=O)[O-])C(Cl)C21 (centres undefined)	-27	-13%	1%	7%	10%	-1%	0%	?	3%	-3	?
COC(=O)CC1(CC(=O)OC)C(=O)N(c2ccccc2)C(=O)N(c2ccccc2)C1=O	-3	0%	nt	-4%	-9%	3%	-13%	-13%	-1%	-8	3%
O=C(Nc1cccc2ccccc12)c1nn(C23CC4CC(CC(C4)C2)C3)cc1Br	6	-1%	5%	6%	-1%	0%	-18%	?	-7%	4	4%
NC(Cc1ccccc1)c1nc2ccccc2[nH]1 (centres undefined)	-2	0%	nt	3%	6%	1%	2%	-15%	-2%[11.5 µM]	2	0%

Next part:
SMILES	TSHR antag	GALK inh	PKM2 act	Mito fusion yeast	MBNL1-CUG inh	USP2a block	Eya2 inh	Menin-MLL TR inh	ASM inhibitor	KCNH2 WT inh	BCR signal inh
CCC12C=CCN3CCC4(c5cc(Br)c(OC)cc5N(C)C4C(O)(C(=O)OC)C1OC(C)=O)C32 (centres undefined)	14	-2%	2%	1%	-9%	0%	5%	-22%	-5%	4	?
O=C(CCc1nnc2ccc(NCc3ccc(F)cc3)nn12)N1CCC2(CC1)OCCO2	14	-2%	nt	-5%	-4%	-1%	2%	-5%	-2%	-12	-19%
Cn1c(O)c(C=Nc2ccccc2)c(=O)n(C)c1=O	4	6%	nt	-2%	2%	4%	4%	0%	10%	8	6%
C[C@@H]1C[C@@H]([C@H](O)CC2CC(=O)NC(=O)C2)C(=O)[C@@H](C)C1	10	nt	nt	-49%	nt	5%	17%	11%[24.8 µM]	-2%	-3	?
CN1CCN(C(=O)COc2ccc(S(=O)(=O)NCc3ccccc3)cc2Cl)CC1	2	-1%	-6%	0%	-5%	2%	15%	nt	2%	1	6%
O=C(CN1C(=O)CN=C(c2ccccc2)c2ccccc21)NCc1ccco1	15	-3%	0%	3%	-2%	0%	10%	0%	3%	-1	6%
CO[C@@H]1C=CC23c4cc5c(cc4CO[C@]2(O)CN(C)[C@H]3C1)OCO5 (some centres undefined)	49	nt	nt	nt	nt	-4%	5%	nt	-7%	1	-12%
O=C(c1ccco1)C12CN3CN(CN(C3)C1)C2	-9	2%	0%	-1%	?	-3%	4%	-4%	-1%	-9	4%
CN=C(SCc1cc2c(cc1Cl)OCO2)c1c(O)n(C)c(=O)n(C)c1=O	-1	1%	1%	-4%	7%	1%	16%	-1%	-2%	10	?
COc1cccc(-n2nc(C(=O)N3CCC4(CC3)OCCO4)c3ccccc3c2=O)c1	-2	-1%	11%	0%	-5%	4%	4%	-7%	0%	3	17%
Nc1cc(N2CCNCC2)ccc1[N+](=O)[O-]	7	0%	-2%	-4%	nt	1%	0%	-5%	-5%	-8	-1%
Cn1c(=O)oc2cc(S(=O)(=O)Nc3cccc(C(=O)O)c3)ccc21	11	1%	-2%	-2%	1%	2%	22%	18%	-1%	1	?
CN1C(=O)C(C2c3ccccc3C(=O)N2Cc2ccccc2)C(=O)N(C)C1=O (centres undefined)	8	0%	2%	1%	3%	5%	7%	?	2%	-22	10%
Cc1ccc2c(c1)CC1(CN2C)C(=O)NC(=O)N(c2ccc(C)c(C)c2)C1=O (centres undefined)	2	-5%	-1%	2%	-8%	6%	23%	-9%	0%	21	0%
Cc1c(C)c2ccc(OCC(=O)N3C[C@H]4C[C@@H](C3)c3cccc(=O)n3C4)c(C)c2oc1=O	5	nt	-2%	8%	3%	0%	2%	-5%	-1%	1	0%
NC(Cc1ccccc1)Cc1ccccc1	-8	0%	-4%	-7%	nt	4%	6%	-1%	2%	5	?
O=c1[nH]c(CN2CC=C(c3ccccc3)CC2)nc2cc(C(F)(F)F)ccc12	-2	3%	4%	-3%	15%	4%	-11%	-3%	11%	24	-9%
O=P(C(=Nc1ccc(Cl)cc1)N1CCOCC1)(N1CCOCC1)N1CCOCC1	4	-2%	9%	-3%	5%	1%	1%	1%	-3%	-5	1%
O=C(NCC1CC1)c1cc([N+](=O)[O-])cc([N+](=O)[O-])c1	3	4%	nt	-14%	?	2%	-11%	0%	-1%	-3	1%
